Source: PubChem
mABHD4 FP = ABHD4 inhibitors, primary screen, biochemical, fluorescence polarization, mouse. purified mABHD4, FP-Rh probe fluorescence polarization. AID 720543, 2013. hit rate 0.54% among 370,000. inhibition, % at 8.92 µM;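 active = inhibition exceeding the mean over every tested compound plus 3 SD, cut at about 30% in these data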;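 also: 0% = plate median of compound wells and 100% = S159A mutant with DMSO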
Target sequence (Q8VD66 whole entry, looked up): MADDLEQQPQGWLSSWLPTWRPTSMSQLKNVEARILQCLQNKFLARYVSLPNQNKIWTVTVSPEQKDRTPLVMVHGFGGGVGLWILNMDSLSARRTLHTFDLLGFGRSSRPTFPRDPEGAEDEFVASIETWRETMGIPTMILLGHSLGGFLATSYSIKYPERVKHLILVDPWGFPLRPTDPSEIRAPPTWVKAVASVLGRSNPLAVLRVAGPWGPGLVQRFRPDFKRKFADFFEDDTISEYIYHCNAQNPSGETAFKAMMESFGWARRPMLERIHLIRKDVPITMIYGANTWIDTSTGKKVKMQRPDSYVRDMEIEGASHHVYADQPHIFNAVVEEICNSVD
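assay system = mABHD4 protein | compound dosing = single nominal dose of 8.92 µM, 0.89% DMSO final | read-out basis = percent inhibition of probe binding, normalized to plate controls | schedule = Enzyme–compound pre-incubation 45 min, then probe 60 min, both 25 °C | detection = fluorescence polarization, excitation 525 nm, emission 598 nm, BODIPY TMR filters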
NPR2 activator = human GC-B receptor activators, primary screen, HEK293 GC-B cells, cGMP TR-FRET, EC30 CNP; Atrial natriuretic peptide receptor 2 (Homo sapiens), P20594; 0% at EC30 CNP, 100% saturating CNP; activation, % at 10 µM; hit rate 0.11% among 370,000;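 active = activation at 10 µM reaching about 35% in either raw or pattern-adjusted values, limit read from the data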
rCAG RNA binder = binders of r(CAG) RNA repeats, primary screen, biochemical, fluorescence; r(CAG) RNA repeat, TO-PRO-1 dye displacement fluorescence; inhibition, % at 3 µM; hit rate 1.3% among 370,000;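 active = inhibition above the plate cutoff, the mean of all test compounds on that plate plus 3 SD, cut at about 35% in these data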;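 also: 0% = DMSO alone and 100% = 100 µM mitoxantrone as full dye displacement; higher means more dye released from RNA so lower well fluorescence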
HTRA1 inh = HTRA1 serine protease inhibitors, primary screen, biochemical, fluorescence polarization, HTS; Q92743; recombinant HTRA1, FP-rhodamine activity-based probe; inhibition, % at 5.96 µM; hit rate 0.5% among 340,000; AID 504803, 2011; in the data active = inhibition above about 36%;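 also: 0% = enzyme with DMSO and 100% = wells lacking enzyme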
TCR CD3 inh = inhibitors of human TCR-CD3 interaction, primary screen, biochemical, fluorescence, TAMRA-labeled TCR probe; inhibition, % at 9.4 µM; T-cell receptor (TCR); hit rate 0.37% among 360,000; in the data active = inhibition above about 19%;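 also: recombinant mutant TCR 2C K166C tagged with TAMRA read by polarization; 0% = receptor in buffer alone and 100% = receptor with positive control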
PRMT1 inh = PRMT1 methyltransferase inhibitors, primary screen, biochemical, fluorescence polarization; hit rate 1.3% among 370,000; inhibition, % at 2.79 µM; recombinant PRMT1, activity-based probe fluorescence polarization;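 active = inhibition above about 21% made by adding two undisclosed values, limit read from the data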
Target sequence (Q99873 whole entry, looked up): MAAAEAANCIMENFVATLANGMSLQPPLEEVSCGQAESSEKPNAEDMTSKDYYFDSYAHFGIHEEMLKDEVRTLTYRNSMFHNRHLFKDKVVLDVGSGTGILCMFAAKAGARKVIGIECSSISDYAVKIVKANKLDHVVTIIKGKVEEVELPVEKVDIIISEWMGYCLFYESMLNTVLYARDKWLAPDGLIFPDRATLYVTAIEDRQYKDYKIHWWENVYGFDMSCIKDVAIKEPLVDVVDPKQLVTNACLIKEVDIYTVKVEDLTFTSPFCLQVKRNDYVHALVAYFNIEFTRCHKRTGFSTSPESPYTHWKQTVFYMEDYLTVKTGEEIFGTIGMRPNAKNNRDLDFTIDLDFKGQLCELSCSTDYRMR
MBD2 DNA inh = inhibitors of MBD2 binding to methylated DNA, primary screen, biochemical, TR-FRET, DNA-binding domain, human | Methyl-CpG-binding domain protein 2 (Homo sapiens), Q9UBB5 | MBD2 binding to methylated oligonucleotide | inhibition, % at 4.4 µM | hit rate 0.31% among 370,000 | AID 686964, 2013; in the data active = inhibition above about 13%
Target sequence (Q9UBB5 whole entry, looked up, the tested form may be a part): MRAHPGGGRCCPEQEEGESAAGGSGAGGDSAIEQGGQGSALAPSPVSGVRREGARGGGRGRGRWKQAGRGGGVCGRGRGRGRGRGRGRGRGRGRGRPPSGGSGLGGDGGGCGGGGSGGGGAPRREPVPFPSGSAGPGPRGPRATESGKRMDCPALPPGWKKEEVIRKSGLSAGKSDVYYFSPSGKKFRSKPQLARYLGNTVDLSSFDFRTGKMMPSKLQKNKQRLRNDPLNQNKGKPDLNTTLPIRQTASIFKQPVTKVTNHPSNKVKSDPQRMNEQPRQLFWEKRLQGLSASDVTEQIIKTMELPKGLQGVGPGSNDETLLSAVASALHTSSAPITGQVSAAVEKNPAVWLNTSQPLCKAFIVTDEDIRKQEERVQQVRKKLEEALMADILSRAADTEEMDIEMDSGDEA
TDP2 absorb = human TDP2 enzyme inhibitors, primary screen, biochemical, epi absorbance, recombinant enzyme; Tyrosyl-DNA phosphodiesterase 2 (Homo sapiens), O95551; hit rate 0.34% among 370,000; inhibition, % at 12.8 µM; T5PNP hydrolysis, p-nitrophenol absorbance 415 nm;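 active = inhibition above the mean of all tested compounds plus 3 SD, set per campaign, cut at about 25% in these data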;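 also: 0% = DMSO with enzyme and 100% = buffer with substrate but no TDP2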
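Assay system: Recombinant human TDP2 | Quantity: 120 nM TDP2 per well | Incubation: 2 h at 37 °C | Signal: Epi absorbance | Evaluation: Percent inhibition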
LEDGF integ inh = blockers of LEDGF/p75-dependent integrase strand transfer – biochemical, TR-FRET, high throughput, primary screen; TR-FRET IN-LEDGF/p75 DNA integration, Eu/Cy5; inhibition, % at 3.7 µM; hit rate 0.64% among 370,000; AID 743269, 2014;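 active = inhibition above the screen-wide mean plus 3 SD, cut at about 13% in these data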;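 also: signal is the Cy5 over europium emission ratio at 671 and 618 nm; 0% = plate median of compound wells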
SIAE primary = human SIAE inhibitors, primary screen, biochemical, fluorescence polarization, FP-Rh probe, 1536-well HTS | Sialate O-acetylesterase (Homo sapiens), Q9HAT2 | SIAE FP-Rh probe binding | inhibition, % at 9.66 µM | hit rate 0.69% among 370,000 | AID 1053197, 2014;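 active = inhibition above a cutoff: mean of compounds within the control limits plus 3 SD of those, cut at about 17% in these data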;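 also: 0% = plate median of compound wells and 100% = probe without SIAE protein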
* hit, by the source's call; nt = not tested or not shown. An excerpt; rates above refer to the full screens.

SMILES | mABHD4 FP | NPR2 activator | rCAG RNA binder | HTRA1 inh | TCR CD3 inh | PRMT1 inh | MBD2 DNA inh | TDP2 absorb | LEDGF integ inh | SIAE primary
COc1ccc(O)c(C(=O)C2c3ccccc3C(=O)N2c2ccc(C)cc2)c1 (stereo not given) | 20 | -4 | 4 | 22 | 8 | 3 | 2 | -11 | 11 | 10
COc1ccc(NS(=O)(=O)c2ccc3oc(Nc4ccc5c(c4)OCCO5)nc3c2)cc1 | -19 | -9 | 17 | -20 | -4 | 7 | 4 | 3 | -1 | -8
O=C(NCC1CCCO1)c1ccc(C(=O)NCC2CCCO2)cc1 (stereo not given) | -3 | 0 | -1 | 3 | 0 | -3 | 2 | 4 | -2 | 2
COc1cc(OC)cc(C(=O)N[C@H](C(=O)NC2=NCCS2)C(C)C)c1 | 9 | 1 | 3 | -2 | -5 | 3 | 3 | 1 | -5 | 4
COc1cc(/C=N/Nc2nc(Nc3ccc(C)cc3)nc(-n3nc(C)cc3C)n2)cc(OC)c1OC | 5 | 16 | 7 | -9 | -5 | 0 | 1 | 5 | 1 | 9
O=C(O)CCCC(=O)N1CCc2cc(S(=O)(=O)NCc3ccc(F)cc3)ccc21 | 4 | -2 | 4 | -9 | -4 | -1 | 3 | 3 | -4 | -3
CC(=O)c1c(C)[nH]c(C(=O)COc2ccc3c(C)cc(=O)oc3c2)c1C | 3 | -6 | -1 | 4 | -8 | 1 | 2 | 15 | -3 | -1
COc1cc(OC)c2cc[nH]c2c1 | -13 | 3 | 3 | 7 | -3 | -1 | 3 | -13 | -6 | 0
CCOC(=O)Cc1c(C)[nH]c(=S)[nH]c1=O | 2 | 1 | 0 | 4 | 6 | 2 | 0 | 2 | 0 | -8
CCS(=O)(=O)N1Cc2cc(C(=O)N(C)C)nc(-c3cccc(-c4ccc(F)cc4)c3)c2[C@@H]1CCO | 1 | -2 | 4 | nt | 4 | 2 | -2 | -1 | 1 | -5
CC(=O)OCCN(C)c1cc(SC(C)C)c2nonc2c1[N+](=O)[O-] | 1 | -5 | -1 | 0 | 4 | 6 | -10 | 7 | -3 | -2
COC(=O)c1cc(C)sc1NC(=O)C1CC=CCC1C(=O)O (stereo not given) | -7 | 0 | 4 | 6 | 3 | -1 | -1 | 1 | -1 | -1
Cc1ccc(C)n1-n1c(C)nc2scc(-c3ccccc3)c2c1=O | -4 | -1 | -3 | -1 | -3 | 2 | 3 | -1 | -3 | -4
CN1C(=O)/C(=C/C=C2\SCCN2C)N(C)C1=S | -4 | -3 | -8 | 1 | 2 | 5 | -14 | 11 | -1 | 2
O=S(=O)(Nc1cccc2ccccc12)c1ccccc1F | -10 | 1 | 7 | 5 | -1 | 11 | 5 | -12 | 0 | 10
CCn1c(SCC(=O)NC2CC2)nnc1-c1ccc(OC)cc1 | 2 | 1 | -5 | 5 | -1 | 16 | 1 | -7 | 5 | 3
Cc1cccc(OCC(=O)Nc2cc(Cl)ccc2-n2cncn2)c1C | -9 | 4 | 3 | -14 | 1 | 4 | -1 | -19 | 8 | -6
COc1cc(NC(=O)CN2C(=O)COc3ccc(S(=O)(=O)N4CCCCC4)cc32)cc(OC)c1 | -5 | -6 | 3 | -11 | 4 | -3 | 3 | 5 | 2 | -5
CC1(C2CC2)NC(=O)N(CC(=O)Nc2ccc(Cl)c([N+](=O)[O-])c2)C1=O (stereo not given) | -1 | -2 | 0 | 14 | -3 | -4 | -1 | -4 | -1 | 5
CC(C)N(Cc1ccccc1)C(=O)c1ccc2c(c1)OCO2 | 4 | -3 | -4 | 1 | -1 | 2 | 1 | 7 | -3 | 2
O=C(CSc1nnc(-c2cccs2)o1)c1cccc([N+](=O)[O-])c1 | -1 | 3 | 4 | nt | nt | -5 | -3 | -11 | 2 | -7
O=C(COC(=O)Cc1ccsc1)Nc1ccc(Cl)cc1F | 4 | -11 | 0 | -4 | 2 | -2 | -1 | -1 | 1 | 4
CCOC(=O)Cn1cnc2c(sc3nc(C)cc(C)c32)c1=O | -9 | 5 | -1 | -1 | -6 | 8 | 5 | -26 | -3 | -13
CCN(CC)S(=O)(=O)c1cccc(C(=O)N[C@@H](C)c2nc3ccccc3[nH]2)c1 | 2 | -1 | 1 | nt | 6 | 1 | -2 | -10 | 5 | -2
COc1ccccc1NC(=S)N1CCCc2ccccc21 | 7 | -2 | 1 | 4 | -4 | 4 | -4 | -13 | -4 | -1

Three structures out of the list, arranged by heavy-atom count, ascending:
SMILES | mABHD4 FP | NPR2 activator | rCAG RNA binder | HTRA1 inh | TCR CD3 inh | PRMT1 inh | MBD2 DNA inh | TDP2 absorb | LEDGF integ inh | SIAE primary
COc1ccccc1NC(=S)N1CCCc2ccccc21 | 7 | -2 | 1 | 4 | -4 | 4 | -4 | -13 | -4 | -1
O=C(NCC1CCCO1)c1ccc(C(=O)NCC2CCCO2)cc1 (stereo not given) | -3 | 0 | -1 | 3 | 0 | -3 | 2 | 4 | -2 | 2
COc1ccc(NS(=O)(=O)c2ccc3oc(Nc4ccc5c(c4)OCCO5)nc3c2)cc1 | -19 | -9 | 17 | -20 | -4 | 7 | 4 | 3 | -1 | -8

The list goes on.
SMILES | mABHD4 FP | NPR2 activator | rCAG RNA binder | HTRA1 inh | TCR CD3 inh | PRMT1 inh | MBD2 DNA inh | TDP2 absorb | LEDGF integ inh | SIAE primary
O=C(OCCCN1CCC2(CCC(c3ccccc3)CC2)C1=O)c1ccccc1 (stereo not given) | -8 | 7 | 3 | nt | nt | -1 | 1 | 6 | -1 | 2
CC(C)c1cc(CNC(=O)CCc2nnc(CCCc3ccccc3)o2)on1 | 1 | -9 | -6 | 3 | 7 | -1 | -3 | 3 | 0 | -2
Cc1ccc(-n2ncc3c(N4CCC(C(N)=O)CC4)ncnc32)c(C)c1 | 1 | -3 | 4 | -3 | -5 | 1 | -1 | -6 | 1 | 0
N#CCS(=O)(=O)c1ccccc1 | 4 | 4 | 4 | 6 | 4 | 1 | -3 | 7 | -2 | 0
O=C(CSc1ncccn1)N1CCC(Cc2ccccc2)CC1 | -2 | -5 | -6 | -1 | -1 | -4 | -5 | -9 | 5 | 2
COc1ccc(N2C(=O)C(CC(=O)Nc3ccc(F)cc3)N(CCc3ccc(OC)c(OC)c3)C2=O)cc1 (stereo not given) | -3 | -4 | 0 | -1 | -3 | -5 | 0 | 3 | -1 | -1
Cc1ccn2cc(CCNC(=O)CC(C)(C)C)nc2c1 | 1 | 2 | 2 | -3 | -10 | 0 | 7 | -1 | 0 | -2
COC(=O)c1cccc(-n2c(C)cc(C=O)c2C)c1 | -2 | -5 | 1 | 2 | 4 | -1 | 3 | 6 | 1 | -2
CC(C)(NO)/C(=N/O)c1cccs1 | -6 | 2 | 5 | 2 | 6 | 0 | -8 | -10 | 2 | -3
COc1ccc(NC(=O)CC#N)cc1OC | 3 | -1 | 1 | 5 | -1 | -2 | -4 | 5 | -2 | 4
CCOC(=O)N1CCN(CC(O)COc2ccc(CC)cc2)CC1 (stereo not given) | 2 | 4 | -11 | 0 | -4 | 0 | 6 | -9 | -3 | -3
COc1ccc(-n2nc(C(=O)NCC(=O)NCCN(C)C)c3ccccc3c2=O)cc1 | -6 | 1 | 4 | -1 | 5 | 7 | 0 | -12 | -6 | 0
Cc1ccc(CNC(=O)[C@H]2O[C@@H](n3cnc4c(N)ncnc43)[C@H](O)[C@@H]2O)o1 | -4 | -5 | 3 | nt | 6 | 2 | 3 | -8 | 4 | 17*
O=C(/C=C/c1c(Cl)cccc1Cl)NCCCn1ccnc1 | -1 | -2 | 1 | nt | 3 | -1 | -1 | 16 | -1 | 8
CC(=O)c1cccc(N(C(=O)CNC(=O)c2ccco2)C(C(=O)NCC2CCCO2)c2ccccc2)c1 (stereo not given) | -9 | 3 | 0 | 2 | -7 | 2 | 5 | -2 | -3 | 3
OCC[C@H]1C[C@H](O)[C@@H](O)[C@]2(CCCCO2)O1 | -1 | 4 | -1 | 0 | 8 | -1 | 1 | 2 | 1 | -8
COc1ccc(C(=O)CSc2nnc(CNc3nc(-c4ccccc4)cs3)n2C)cc1 | 12 | 1 | -1 | -14 | 2 | -3 | 4 | -9 | 1 | 1
O=C(N/N=C/c1ccncc1)c1nc2ccccc2c(=O)[nH]1 | -1 | -5 | 0 | 6 | 13 | -3 | -2 | -10 | 4 | 9
COc1ccc2nc(N/C(N)=N/S(C)(=O)=O)nc(C)c2c1 | 2 | -3 | 2 | -1 | 4 | -1 | 0 | -1 | 2 | -3
CC1(Oc2ccccc2)CCN(Cc2csc3ccccc23)C1 (stereo not given) | 9 | -5 | 2 | nt | 3 | 1 | 5 | 10 | -1 | 2
CCCCCCNc1nc(Cl)nc(NC(C)(C)CO)n1 | -2 | 6 | -8 | 4 | -6 | 5 | -4 | 4 | 1 | -1
O=C(O)C1CC=CCC1C(=O)NNS(=O)(=O)c1ccccc1 (stereo not given) | -2 | -4 | -2 | -2 | 3 | 1 | 4 | -8 | 0 | 4
CC(=O)c1cccc(NC(=S)NC2CC2)c1 | 1 | -3 | 2 | 3 | 2 | -2 | 2 | 10 | 5 | 8
CC(=O)N1Cc2cc(C(=O)NCC(F)(F)F)nc(-c3cccc(-c4cccnc4)c3)c2[C@H]1CCO | -1 | -3 | 0 | nt | -3 | -5 | -1 | 6 | 4 | -1
Cc1cccc(C(=O)N[C@H](C(=O)Nc2nc(C)cs2)C(C)C)c1 | 2 | -1 | -4 | 2 | 11 | -1 | -3 | 4 | 2 | 5
Going on with the list.
SMILES | mABHD4 FP | NPR2 activator | rCAG RNA binder | HTRA1 inh | TCR CD3 inh | PRMT1 inh | MBD2 DNA inh | TDP2 absorb | LEDGF integ inh | SIAE primary
COc1ccccc1CNC(=O)CNC(=O)c1sc2ccccc2c1Cl | 5 | -2 | 4 | -33 | 2 | -2 | 4 | 2 | 13 | -4
COc1cccc(C(=O)N/N=C(\C)c2ccc(NC(=O)Cc3ccccc3)cc2)c1OC | -3 | 3 | -1 | -5 | -7 | 2 | 5 | -5 | -1 | 3
OCCN1CCN(c2ncnc3c2c(-c2ccccc2)cn3-c2ccc(Br)cc2)CC1 | -4 | 0 | 1 | -6 | -2 | 1 | 8 | -7 | -1 | 9
O=S(=O)(Nc1cccc(C(F)(F)F)c1)c1cccnc1 | -8 | 1 | 4 | -7 | 11 | 2 | -2 | 2 | -1 | 2
N#CCC(=O)Nc1ccc(C(=O)NCCC(c2ccccc2)c2ccccc2)cc1 | 3 | 4 | 20 | -54 | 21* | -4 | 1 | -2 | -2 | -33
COc1ccc(NC(=O)C(=O)NNC(=O)c2ccc(Cl)cc2Cl)cc1 | 6 | 0 | 1 | 4 | 1 | 4 | 1 | 6 | 5 | 3
CCC1C(=O)N=C(SCC(=O)NC2CCCCC2)NC1=O (stereo not given) | 6 | 1 | -3 | 4 | -3 | 4 | -2 | -5 | 2 | 3
Oc1ccccc1-c1n[nH]c(-c2ccccc2O)n1 | -2 | -9 | 13 | -33 | 0 | 1 | -5 | 8 | -4 | -16
